# miR-122 sensor: blocks miR-122 activity in Huh7 sensor cells; Huh7 miR-122 Renilla luciferase sensor, 48 h; neutral wells = 0, positive control = 100; activation (reporter increase), % at 12.5 µM; hit rate 0.3% among 340,000;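 active = mean replicate activation score at least 90 and every replicate individually at or above 90; inconclusive = only one of the two criteria met; inactive = neither criterion met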;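 also: higher luciferase means less miR-122 activity so hits act as miR-122 inhibitors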
# ERp5 block: inhibitors of human ERp5; Q15084; ERp5 insulin aggregation, absorbance 650 nm, 90 min; inhibition, % at 9.99 µM; hit rate 0.05% among 350,000; AID 651711;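 active = mean replicate inhibition above about 25%, with every replicate also reaching it, limit read from the data, passing the limit was not always enough; inconclusive = only one of those two criteria met; inactive = neither criterion met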
# Target sequence (Q15084 whole entry, looked up): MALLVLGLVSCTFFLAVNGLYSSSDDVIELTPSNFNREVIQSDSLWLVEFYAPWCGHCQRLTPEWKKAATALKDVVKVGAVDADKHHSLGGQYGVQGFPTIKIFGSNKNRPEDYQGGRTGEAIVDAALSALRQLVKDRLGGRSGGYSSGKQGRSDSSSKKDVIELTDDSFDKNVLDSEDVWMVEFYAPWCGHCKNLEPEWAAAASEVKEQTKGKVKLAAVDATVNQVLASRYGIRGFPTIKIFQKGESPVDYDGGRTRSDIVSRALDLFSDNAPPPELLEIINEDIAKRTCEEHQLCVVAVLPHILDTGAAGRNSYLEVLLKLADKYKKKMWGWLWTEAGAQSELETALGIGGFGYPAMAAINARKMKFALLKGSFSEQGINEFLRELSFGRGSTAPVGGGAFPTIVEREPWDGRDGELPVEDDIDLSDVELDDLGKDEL
# CASP6 VEID inh: caspase-6 (human) enzyme inhibition; AID 686996; P55212; purified caspase-6, Z-VEID-R110 cleavage fluorescence; inhibition, % at 12.5 µM; hit rate 0.53% among 350,000;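 active = mean inhibition across replicates at least about 35%, with every replicate also reaching that limit, limit read from the data; inconclusive = only one of the two criteria met; inactive = neither criterion met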;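 also: 0% = median of neutral control wells and 100% = no fluorescence left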
# Target sequence (P55212 24-179 limits assumed): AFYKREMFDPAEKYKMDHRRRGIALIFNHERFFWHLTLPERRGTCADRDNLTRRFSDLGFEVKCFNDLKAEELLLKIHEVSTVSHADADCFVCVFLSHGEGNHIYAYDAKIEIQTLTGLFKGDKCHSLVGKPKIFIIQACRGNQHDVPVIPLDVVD
# Target sequence (P55212 194-293 limits assumed): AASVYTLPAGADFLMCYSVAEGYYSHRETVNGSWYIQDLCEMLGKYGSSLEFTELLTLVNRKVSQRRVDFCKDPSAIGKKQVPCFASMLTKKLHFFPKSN
# CFTR F508del cor: CFTR F508del correction in bronchial cells | CFBE cells, YFP halide quenching; stimulated with forskolin plus potentiator P3; % fluorescence drop versus neutral controls | activity (quench increase), % at 7.58 µM | hit rate 0.36% among 350,000;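 active = mean added fluorescence quench of at least 8% versus neutral control, with both replicates also reaching 8%; inconclusive = only one of the mean or replicate conditions met; inactive = mean below 8% and not both replicates reaching 8%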;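 also: cells transiently co-express mutant CFTR-F508del with the halide-sensitive YFP; corrector assay measuring rescue of mutant channel to the surface after 24 h compound exposure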
# DENV2 CPE rescue: DENV2-induced cell death inhibition. hit rate 1.7% among 350,000. CPE inhibition, % at 9.99 µM. DENV2-infected cells, cytopathic effect rescue, plate reader; in the data active = CPE inhibition above about 20%, passing the limit was not always enough; inconclusive = no clear call, values can overlap the other calls; tested in BHK-21 cells;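 also: 0% = median of neutral control wells and 100% = median of positive control wells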
# SIRT5 inh: blocks human SIRT5 desuccinylation of peptide; Purified SirT5, succinyl-peptide AMC, trypsin-coupled fluorescence; inhibition, % at 15 µM; hit rate 1.1% among 330,000; AID 652115; Q9NXA8; in the data active = inhibition above about 15%; inconclusive = no clear call, values can overlap the other calls
# Target sequence (Q9NXA8 whole entry, looked up): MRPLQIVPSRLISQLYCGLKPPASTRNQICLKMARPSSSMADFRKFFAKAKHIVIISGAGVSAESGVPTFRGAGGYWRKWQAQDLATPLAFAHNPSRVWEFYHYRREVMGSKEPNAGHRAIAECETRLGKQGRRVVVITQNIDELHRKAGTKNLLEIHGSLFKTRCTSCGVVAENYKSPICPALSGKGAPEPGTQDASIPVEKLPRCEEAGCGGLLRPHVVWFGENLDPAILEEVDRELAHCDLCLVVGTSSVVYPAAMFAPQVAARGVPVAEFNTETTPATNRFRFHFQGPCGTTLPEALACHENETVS
# ERAP1 inh: ERAP1 (human) enzyme inhibition; Q9NZ08; recombinant ERAP1, Leu-AMC fluorescence, 60 min; inhibition, % at 10.7 µM; hit rate 0.15% among 340,000; AID 652197;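 active = mean replicate inhibition of at least 30%, or all replicates individually reaching that 30% level; inactive = mean below 30% and not every replicate reaching it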;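 also: 0% = neutral control wells and 100% = L-leucinethiol positive control wells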
# * marks the source's active call; other numbers are inactive results; u = inconclusive; x = no result given; [ ] = another dose, or the depositor's remark. This is a random part of the collection, and some 4% of all compounds hit somewhere here.
SMILES,miR-122 sensor,ERp5 block,CASP6 VEID inh,CFTR F508del cor,DENV2 CPE rescue,SIRT5 inh,ERAP1 inh
Cn1c(=O)c(C(=O)COc2ccc(F)cc2Cl)c(N)n(Cc2ccccc2)c1=O,1,6,0,-3.8,-5,-6,-3
Cc1nc2sc(C(=O)Nc3ccccc3Cc3ccccc3)c(C)c2c(=O)[nH]1,-3,-2,7,0.0,4,0,0
C[C@@H]1CCCCO[C@@H](CN(C)C(=O)CCCN(C)C)[C@H](C)CN([C@H](C)CO)C(=O)c2cc(NC(=O)Nc3cccc4ccccc34)ccc2O1,5[16.7 µM],0,2,0.1,10,0,2
COC1C(C)=C(C)C(=O)N1Cc1ccc(F)cc1 (configuration not stated),3,-2,-1,1.6,-1,-1,-2
[O-][n+]1ccc(C(O)c2ccccc2)cc1 (configuration not stated),2,0,0,0.3,-3,-4,0
c1ccc(OCCNc2ccn3nc(-c4cccs4)cc3n2)cc1,0,-2,1,-0.3,3,x,-2
COCCc1nnc(NC(=O)C23CC4CC(CC(C4)C2)C3)s1,-1,-1,-1,0.4,-3,3,1
FC(F)(F)c1ccccc1Cc1c(-c2cccc(Br)c2)nc2ccc(Br)cn12,-5,-7,3,-1.5,7,0,2
c1ccc(-n2nnnc2-n2cnc3ccccc32)cc1,0,-2,2,-2.9,0,-5,10
C[C@H]1CN([C@@H](C)CO)C(=O)c2cccc(NC(=O)C3CCCCC3)c2O[C@H]1CN(C)S(=O)(=O)c1ccccc1,4[16.7 µM],1,4,-4.2,2,1,3
Cc1ccc(C2C(C#N)=C(N)OC3=C2C(=O)CC(C)(C)C3)s1 (configuration not stated),5,-4,2,-0.7,0,0,1
O=C(Nc1ccc(Cl)cc1)Nc1cc(S(=O)(=O)N2CCOCC2)ccc1N1CCCC1,x,1,-3,-1.7,-7,0,1
Cc1ccc(N2CC(O)Cn3c2nc2c3c(=O)[nH]c(=O)n2C)cc1 (configuration not stated),-2,6,-5,-3.6,1,2,0
CC(C)C(C)NC(=O)COC(=O)c1cccc(C(=O)OCC(=O)NC(C)C(C)C)n1 (configuration not stated),x,9,-3,0.5,8,-1,-4
Cc1ccccc1C(=O)Nc1ccc(O)cc1C(=O)O,-12,-4,2,-1.3,-1,8,-4
COc1ccc(C(=O)Nc2cc(OC)c(NC(=O)Nc3ccccc3)cc2OC)cc1,-10,-1,-10,2.5,1,-2,2
Cc1ccccc1NC(=O)C(C)OC(=O)CCC(=O)N(CC(C)C)c1c(N)n(CC(C)C)c(=O)[nH]c1=O (configuration not stated),x,15,0,-1.8,-3,-5,0
Cc1ccc(C(=O)N2CCC(C(=O)NC3CCCC3)CC2)cc1,-8,0,-1,1.1,2,-4,-1
Cc1nc(Nc2cc(F)ccc2C)c2nnn(Cc3ccccc3)c2n1,-2,3,-2,-9.6,-8,-4,2
COc1ccc(C(C(=O)NC(C)(C)C)n2c(=O)c(-c3ccccc3)nc3ccccc32)cc1 (configuration not stated),x,0,3,0.8,4,-5,19

# Not a retest: entries from further up.
SMILES,miR-122 sensor,ERp5 block,CASP6 VEID inh,CFTR F508del cor,DENV2 CPE rescue,SIRT5 inh,ERAP1 inh
Cc1ccccc1NC(=O)C(C)OC(=O)CCC(=O)N(CC(C)C)c1c(N)n(CC(C)C)c(=O)[nH]c1=O (configuration not stated),x,15,0,-1.8,-3,-5,0
Cc1ccc(C(=O)N2CCC(C(=O)NC3CCCC3)CC2)cc1,-8,0,-1,1.1,2,-4,-1
Cc1nc(Nc2cc(F)ccc2C)c2nnn(Cc3ccccc3)c2n1,-2,3,-2,-9.6,-8,-4,2
COc1ccc(C(C(=O)NC(C)(C)C)n2c(=O)c(-c3ccccc3)nc3ccccc32)cc1 (configuration not stated),x,0,3,0.8,4,-5,19

# The listing picks up with the 3 entries that preceded the break.
SMILES,miR-122 sensor,ERp5 block,CASP6 VEID inh,CFTR F508del cor,DENV2 CPE rescue,SIRT5 inh,ERAP1 inh
Cc1ccc(C(=O)N2CCC(C(=O)NC3CCCC3)CC2)cc1,-8,0,-1,1.1,2,-4,-1
Cc1nc(Nc2cc(F)ccc2C)c2nnn(Cc3ccccc3)c2n1,-2,3,-2,-9.6,-8,-4,2
COc1ccc(C(C(=O)NC(C)(C)C)n2c(=O)c(-c3ccccc3)nc3ccccc32)cc1 (configuration not stated),x,0,3,0.8,4,-5,19
CO[C@H](CN(C)C(=O)c1ccccc1F)[C@@H](C)CN([C@@H](C)CO)S(=O)(=O)c1ccccc1,x,3,0,2.7,-2,x,1
CCC(=O)N1[C@H](CO)[C@@H](c2ccccc2)C12CN(C(=O)Nc1cccc(OC)c1)C2,x,3,1,-2.2,-8,2,-2
CCC(O)C1CCN(Cc2cn(Cc3ccccc3)nc2-c2cc3ccccc3o2)CC1 (configuration not stated),x,1,-4,x,-2,0,5
COC(=O)CC1(CC(N)=O)SCCS1,x,-2,2,1.6,-3,x,0
CC12CCC(C(=O)N(CCC#N)CCC#N)(CC1=O)C2(C)C (configuration not stated),-1,1,-4,-0.4,2,-5,3
COc1ccc(NC(=O)c2ccc(NS(=O)(=O)c3cccc4cccnc34)cc2)cc1,x,5,x,-2.4,4,-3,-1
CCc1ccc(CCC(=O)Nc2ncc(Cc3ccccc3Cl)s2)o1,85,0,-2,x,-2,-2,-5
Cc1ccc(C)c(NC(=O)CCC(=O)N/N=C/c2cc([N+](=O)[O-])ccc2O)c1,9,3,1,9.9*,3,-2,0
CCc1ccccc1NC(=O)CC1SCCNC1=O (configuration not stated),x,1,1,1.5,8,7,3
CC(C(=O)NCc1ccco1)c1ccc([N+](=O)[O-])cc1 (configuration not stated),x,0,1,-1.4,x,0,-5
CCCC#Cc1ccc([C@@H]2[C@H](CO)N3CCCCN(S(=O)(=O)c4ccccc4F)C[C@@H]23)cc1,-7[16.7 µM],2,x,2.0,-29,3,1
CCOc1ccc(C(CC(=O)O)n2cnnn2)cc1 (configuration not stated),-7,5,0,-3.8,1,-4,-4
C[C@H]1CN([C@@H](C)CO)C(=O)c2cc(NC(=O)Cn3cnnn3)ccc2O[C@@H]1CN(C)C(=O)Nc1ccc2c(c1)OCO2,1[16.7 µM],-1,-2,0.3,15,0,1
COc1ccc(-n2c(=S)[nH]c3cc(C(=O)NCCCN4CCOCC4)ccc3c2=O)cc1,-8,6,0,1.4,u,1,-3
COc1ccccc1/C=C1\SC(=S)N(CCC(=O)Nc2nnc(C)s2)C1=O,2,-1,-4,1.5,-4,1,-3
C[C@H](CO)N1C[C@H](C)[C@H](CN(C)Cc2ccc3c(c2)OCO3)OCCCC[C@H](C)Oc2ccc(NC(=O)c3ccccc3)cc2C1=O,-13[16.7 µM],3,3,-0.8,-9,4,0
Cc1sc2nc(C3CC3)nc(SCC(=O)N3CCCc4ccccc43)c2c1C,x,-6,3,-0.6,4,-5,-2
C[C@@H]1CCCCO[C@@H](CN(C)S(C)(=O)=O)[C@H](C)CN([C@@H](C)CO)C(=O)c2cc(NC(=O)c3ccccc3)ccc2O1,6[16.7 µM],1,-3,-3.0,5,0,-2
Cc1ccccc1Cn1c(=O)n(-c2ccccc2)c(=O)c2ccc(C(=O)NCc3ccco3)cc21,10,-1,1,0.6,12,x,x
CCOC(=O)C1=C(C)NC(C)=C(C(=O)OCC)C1C,-1,u,-2,-1.4,-7,4,34*
Nc1cc2c(cc1Br)[nH]c(=O)c1ccccc12,13,-3,42*,1.4,5,-1,3
CCc1ccc(O)c(-c2cc(C(=O)Nc3cccnc3)[nH]n2)c1,0,3,1,0.9,7,4,x
COc1cccc(-c2ccc3n(c2=O)C[C@H]2[C@H](CO)[C@@H](C(=O)NCC4CC4)N(C)[C@@H]32)c1,-2[16.7 µM],x,x,-2.6,-4,-1,x
Cc1cccc(C)c1NC(=O)c1cc(S(=O)(=O)N2CCC3(CC2)OCCO3)ccc1F,-2,2,65*,-5.2,5,x,-4
CC(C)CCN1CCN(Cc2ccon2)CC1CCO (configuration not stated),-5,5,x,0.9,7,0,-2
O=c1c2nncn2c2cc(C(F)(F)F)ccc2n1CCNc1ncc(C(F)(F)F)cc1Cl,2,2,-4,-0.8,5,-9,-4
O=C(N[C@H]1CC[C@@H](CCNS(=O)(=O)c2cccc(Cl)c2)O[C@@H]1CO)c1ccccc1,x,4,2,-2.6,u,2,2
COc1ccc(Cl)cc1CC1(C)C(=O)Nc2c(Cl)cccc21 (configuration not stated),5,4,-1,1.5,-3,0,2
C[C@@H]1CCCCO[C@@H](CN(C)Cc2ccc(Cl)c(Cl)c2)[C@H](C)CN([C@H](C)CO)C(=O)c2cc(NC(=O)Nc3ccccc3)ccc2O1,-5[16.7 µM],-6,-3,0.3,13,-1,0
COc1ccc(NC(=O)CS(=O)CC(=O)Nc2cccc3cccnc23)cc1 (configuration not stated),-1,0,-2,-1.0,-5,4,-1
COCC(=O)Nc1ccc2c(c1)OC[C@H](C)N(C(=O)CC1CC1)C[C@H](C)[C@@H](OC)CN(C)C2=O,x,x,-2,-3.7,-9,-1,-2
O=C(NCC1CCN(C(=O)C(=O)c2cc3ccccc3o2)CC1)c1ccncc1,x,-4,-5,-1.8,8,x,2
CC(=O)N(C)C[C@@H]1Oc2ncc(-c3ccccc3F)cc2C(=O)N([C@@H](C)CO)C[C@@H]1C,-7[16.7 µM],1,-1,-2.0,-5,2,2
C[C@@H]1CCCCO[C@H](CN(C)Cc2ccc(C(=O)O)cc2)[C@H](C)CN([C@H](C)CO)C(=O)c2cc(NS(=O)(=O)c3ccc(F)cc3)ccc2O1,5[16.7 µM],-3,3,-0.6,u,-1,1
C[C@H](CO)N1C[C@H](C)[C@H](CN(C)Cc2ccc(Cl)c(Cl)c2)Oc2ccc(NC(=O)Nc3cccc4ccccc34)cc2C1=O,-4[16.7 µM],-4,0,0.9,12,-4,0
O=C(NC(=S)Nc1ccccc1F)C1CCCCC1,-4,2,1,1.3,-7,1,0
Cc1nc(S/C(=C/c2ccc(-c3cccc(Cl)c3)o2)C(=O)O)n[nH]1,x,-1,0,x,x,2,1
Cc1cc(C)n2nc(SCC(=O)N(Cc3ccccc3)C3CCS(=O)(=O)C3)nc2n1 (configuration not stated),-6,7,0,2.0,1,-5,3
COc1ccc(C2=NN(C(C)=O)CC2c2cccc([N+](=O)[O-])c2)cc1 (configuration not stated),-2,-7,0,-3.0,-4,1,0
CCCCCNC(=O)C1C(=O)Nc2ccccc2C(=O)N1c1ccc(OC)cc1 (configuration not stated),x,-1,-1,-1.8,10,-2,x
c1ccc(Nc2nc(-c3ccncc3)nc3ccccc23)cc1,3,-2,4,4.6,x,3,-3
CCN(CC)S(=O)(=O)c1ccc(C(=O)NNC(=O)c2csc(N3CCOCC3)n2)cc1,-2,7,9,1.8,-5,-4,3
CC(CNC(=O)CCCn1c(=O)c2cccn2c2cccnc21)c1ccccc1 (configuration not stated),10,-6,-1,0.3,-2,x,4
Cc1noc(C)c1NC(=O)NCC[C@H]1CC[C@@H](NC(=O)Nc2cccc(F)c2)[C@H](CO)O1,x,-1,-17,-2.2,12,-1,0
COCC#Cc1cnc2c(c1)C(=O)N([C@H](C)CO)C[C@@H](C)[C@@H](CN(C)C(=O)NC1CCCC1)O2,8[16.7 µM],-6,-1,1.2,-3,4,1
COC(=O)[C@@]12C[C@@H](CC(=O)NCCc3ccccc3OC)C(=O)N(Cc3ccccc3)C1=CCC(C)(C)C2,x,-3,2,1.5,-8,3,-2
C[C@@H]1CN([C@H](C)CO)C(=O)c2cc(C#CCc3ccccc3)cnc2O[C@H]1CN(C)Cc1ccc(C(=O)O)cc1,-2[16.7 µM],2,15,-1.5,-2,-9,-5
CCC(=O)Nc1ccc(NC(=O)c2cc3ccccc3o2)c(OC)c1,-3,-1,-2,1.0,-3,11,5
Cc1nn(-c2ccccc2)c(Cl)c1/C=N/NC(=O)CNC(=O)c1ccccc1Cl,4,1,2,1.6,19,-1,-3
COC(=O)c1cc(NC(=O)CN2CCC(C(N)=O)(N3CCCCC3)CC2)cc(C(=O)OC)c1,-2,-1,2,2.1,-3,0,-1
O=C(N/N=C/c1ccc2cccnc2c1)c1nc2ccccc2c(=O)[nH]1,2,8,6,0.2,-5,-5,5
